Screening data from PubChem.
HTR5A ag: HTR5A agonism, opioid heterodimer counter-screen; P47898; HTR5A agonist assay, luminescence, cell-based; activation, % at 9.3 µM; 0.61% of 340,000 active; AID 504692; in the data active = activation mostly above about 9.5%, no sharp cut-off; inactive = mostly below about 7.6%;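 also: 0% = cells with vehicle only and 100% = reference agonist; strong numbers were not always called active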
CDK5 p35 inh: inhibitors of human CDK5/p35 kinase | Q00535+Q15078 | Recombinant CDK5/p35, ADP-Glo luminescence, 60 min | inhibition, % at 10 µM | 0.01% of 330,000 active;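 active = highest replicate inhibition of at least 50% and at least 75% of replicates reaching 50%; inconclusive = only one of the two criteria met; inactive = both criteria failed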;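 also: plate controls were DMSO neutral control for no effect and GW8510 at 10 µM for full effect; many of its hits are not listed in these tables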
V-ATPase pHluor: yeast V-ATPase proton transport regulation by pHLuorin. S. cerevisiae, pHLuorin cytosolic pH fluorescence. response, % at 10 µM. 0.37% of 350,000 active. AID 504577; in the data active = response mostly above about 7.3%, no sharp cut-off; inactive = mostly below about 5.4%; also: actives read high; inactives centre near 0; some compounds called inactive have numbers as strong as hits; reference of the scale not given here
Wnt act: Wnt/beta-catenin pathway activation; Wnt/beta-catenin reporter cell assay, activator, plate reader; activation, % at 9.35 µM; 1.2% of 300,000 active; AID 743398; in the data active = activation above about 30%, passing the limit was not always enough; inconclusive = no clear call, values can overlap the other calls;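 also: 0% = neutral control wells and 100% = positive control wells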
PvdQ inh: P. aeruginosa PvdQ acylase inhibition | inhibition, % at 10 µM | AID 488965 | purified PvdQ acylase, fluorescence plate reader | 0.063% of 340,000 active; in the data active = inhibition above about 30%, passing the limit was not always enough; inconclusive = no clear call, values can overlap the other calls;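 also: 0% = vehicle neutral wells and 100% = reference inhibitor wells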
NSD2 inh: blocks human histone methyltransferase NSD2. O96028. NSD2 peptide methylation, AlphaScreen, 120 min. inhibition, % at 12.5 µM. 0.54% of 310,000 active. AID 743445; in the data active = inhibition above about 50%
MITF act: activators of MITF-driven TRPM1 promoter activity in SK-MEL-5 cells; activation, % at 12.5 µM; 0.75% of 300,000 active; SK-MEL-5 TRPM1-promoter luciferase, 24 h; % of positive control, neutral wells = 0;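 active = mean activation of at least 80% with every replicate also reaching 80%; inconclusive = mean reaches 80% but some replicate falls short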;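 also: 0% = neutral control wells and 100% = parthenolide positive control wells; values of inactives mirror those of a sister screen read the other way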
dFosB act: activators of mouse delta FosB homodimer; P13346; purified delta FosB, TAMRA-CDK5 oligo fluorescence polarization; percent of positive-control signal above neutral wells; activation, % at 25 µM; 0.99% of 340,000 active; AID 493131;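 active = mean activation above about 17%, with every replicate also reaching it, limit read from the data, passing the limit was not always enough; inconclusive = only one of the two conditions met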;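 also: fluorescence polarization rise as delta FosB binds a TAMRA Cdk5 AP-1 oligo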
Target sequence (P13346 whole entry, looked up): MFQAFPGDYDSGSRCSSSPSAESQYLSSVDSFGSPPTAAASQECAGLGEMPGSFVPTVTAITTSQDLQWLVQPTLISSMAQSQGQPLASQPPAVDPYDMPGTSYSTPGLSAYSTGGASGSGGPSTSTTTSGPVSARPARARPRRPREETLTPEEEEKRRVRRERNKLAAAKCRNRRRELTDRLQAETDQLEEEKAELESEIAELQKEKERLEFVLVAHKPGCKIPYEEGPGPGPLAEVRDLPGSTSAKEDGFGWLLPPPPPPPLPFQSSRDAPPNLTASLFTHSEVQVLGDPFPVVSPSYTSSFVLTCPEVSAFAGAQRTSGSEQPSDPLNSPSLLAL
SR-BI DiI inh: blocks mouse SR-BI lipid uptake from DiI-HDL | Q61009 | ldlA[mSR-BI] CHO cells, DiI-HDL uptake fluorescence, 3 h | inhibition, % at 12.5 µM | 0.96% of 320,000 active | AID 488896;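 active = mean replicate inhibition of at least 70% and a set share of replicates each scoring 70 or more; inconclusive = meets just one of the two criteria; inactive = fails both criteria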;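 also: 0% = median of neutral control wells and 100% = median of positive control wells; values of inactives mirror those of a sister screen read the other way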
Target sequence (Q61009 whole entry, looked up): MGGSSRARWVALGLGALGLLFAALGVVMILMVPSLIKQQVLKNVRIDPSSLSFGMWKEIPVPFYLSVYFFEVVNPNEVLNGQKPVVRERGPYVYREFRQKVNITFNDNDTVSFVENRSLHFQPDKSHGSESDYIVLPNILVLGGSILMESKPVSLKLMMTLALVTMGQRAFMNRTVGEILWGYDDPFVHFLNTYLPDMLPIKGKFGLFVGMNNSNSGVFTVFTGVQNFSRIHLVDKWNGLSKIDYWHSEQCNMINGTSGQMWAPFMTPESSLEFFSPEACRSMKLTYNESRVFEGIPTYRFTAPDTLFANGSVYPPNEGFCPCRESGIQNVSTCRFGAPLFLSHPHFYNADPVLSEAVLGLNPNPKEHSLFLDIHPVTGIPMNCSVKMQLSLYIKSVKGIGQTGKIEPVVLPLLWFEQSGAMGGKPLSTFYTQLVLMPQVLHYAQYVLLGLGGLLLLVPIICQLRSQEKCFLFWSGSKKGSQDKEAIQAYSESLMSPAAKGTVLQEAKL
HTR5A inv ag: inverse agonist of human HTR5A in OPRM1-OPRD1 counter-screen; P47898; HTR5A cell line, luminescence, inverse agonism; inhibition, % at 9.3 µM; 0.083% of 340,000 active; AID 504634; in the data active = inhibition mostly above about 23%, no sharp cut-off; inactive = mostly below about 18%;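 also: 0% = cells with DMSO and 100% = no-cell wells with DMSO; some compounds called inactive have numbers as strong as hits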
Numbers without * were called inactive; ? = inconclusive; . = no result given.

SMILES | HTR5A ag | CDK5 p35 inh | V-ATPase pHluor | Wnt act | PvdQ inh | NSD2 inh | MITF act | dFosB act | SR-BI DiI inh | HTR5A inv ag
CC(C)NS(=O)(=O)c1ccc(OCC(N)=O)c(Cl)c1 | -3.0 | 0.0 | 0.8 | . | -20.7 | -3.2 | 9.0 | 0.5 | -14.4 | 7.2
Cc1cc(C(=O)OCC(=O)N(C)c2c(N)n(Cc3ccccc3)c(=O)[nH]c2=O)c(C)n1-c1ccccc1 | -0.6 | 1.0 | 1.8 | -1.9 | -6.6 | 0.7 | 15.5 | -16.9 | -9.4 | 1.4
Cc1cc(C)n(CCCNC(=O)CCNS(=O)(=O)c2ccccc2C(F)(F)F)n1 | -2.1 | -1.2 | . | -1.8 | 2.0 | -4.0 | 1.3 | 1.9 | 0.4 | -9.7
COc1cc(-c2nnc(CSc3nnc(Nc4ccc(Oc5ccccc5)cc4)s3)o2)cc(OC)c1OC | 2.4 | -3.1 | -1.6 | 0.2 | -1.8 | 1.3 | 4.1 | -1.8 | 49.0 | 6.3
CN(C)C(=O)CSc1nc2ccc(N3C(=O)c4ccccc4C3=O)cc2s1 | 3.2 | 1.3 | 5.3 | 3.4 | -0.3 | -1.4 | -16.6 | 2.6 | 0.9 | 3.6
S=C(Nc1ccc(Oc2ccccc2)cc1)NC1CCCC1 | 2.5 | -0.7 | 0.1 | -0.6 | -0.8 | -1.0 | 6.2 | -4.6 | -23.1 | -8.1
CC(C)OCC(O)CN1CCN(CCN2C(=O)c3cccc4cccc(c34)C2=O)CC1 (stereo not drawn) | -4.3 | . | -0.6 | -0.4 | -14.6 | 0.4 | 6.1 | ? | -13.6 | -2.6
CCN(CC)CCCn1c2c(c(SCC(=O)Nc3cccc4ccccc34)nc1=O)CCC2 | 6.2 | -1.0 | 0.9 | -4.0 | -13.3 | 25.9 | -1.1 | -11.3 | 23.6 | -18.7
CCc1ccc2nc(NC(=O)Cn3cnc4ccccc4c3=O)sc2c1 | 2.2 | 2.9 | -1.7 | 4.2 | -21.3 | -5.5 | -1.0 | 154.4* | -9.3 | -6.2
COc1ccc(NC2c3ccccc3C(=O)N2Cc2ccc3c(c2)OCO3)cc1 (stereo not drawn) | -0.1 | -5.7 | 0.3 | 0.0 | -6.1 | -1.7 | 12.0 | -8.8 | . | 0.3
COc1ccc(NCCC(O)c2ccc(Cl)cc2)cc1 (stereo not drawn) | -3.4 | -0.1 | -0.3 | -1.2 | -18.5 | 9.7 | 2.1 | -2.7 | 18.6 | 12.1
CCN(C(=O)CN1CCN(c2ccc(OC)cc2)CC1)c1c(N)n(Cc2ccccc2)c(=O)[nH]c1=O | -1.3 | -0.7 | 4.2 | . | -16.7 | -1.6 | -16.1 | -8.8 | -5.7 | 1.9
COc1ccccc1OCCCn1c(=O)oc2ccccc21 | 0.4 | -0.4 | -3.0 | -2.5 | -9.4 | -2.0 | 34.7 | -4.0 | -6.3 | -9.2
Cc1c(C(=O)c2no[n+]([O-])c2C(=O)c2cnn(C)c2C)cnn1C | 25.7* | -1.7 | -0.2 | . | -10.6 | 66.4* | -14.3 | -3.4 | -29.1 | -22.1
CCOC(=O)c1sc2nc(C)nc(NCc3ccccc3OC)c2c1C | 0.2 | 1.7 | -2.3 | -5.1 | -19.6 | -0.2 | -9.1 | -3.9 | 33.5 | -0.9
O=C(CSc1nnc2ccccn12)NCCc1ccc(F)cc1 | 4.2 | 0.1 | 0.8 | -0.5 | -0.9 | -1.6 | 6.5 | -6.7 | 8.3 | -10.7
CS(=O)(=O)Nc1ccc(C(=O)N2CCN(c3ccccc3F)CC2)cc1 | -2.4 | -0.6 | -3.0 | . | -12.3 | -2.4 | -9.8 | -4.2 | -9.9 | 7.9
O=C(O)c1cc(NC(=S)NC(=O)C(c2ccccc2)c2ccccc2)ccc1Cl | 2.1 | -4.3 | 1.9 | -1.3 | -12.6 | -0.7 | 14.9 | -10.5 | -6.8 | -5.8
CCN(CC)S(=O)(=O)c1cccc(-c2nnc(C(=O)c3ccc(C(F)(F)F)cc3)o2)c1 | 4.1 | -6.4 | -0.6 | 1.2 | -8.4 | -0.5 | -7.2 | -6.3 | -14.4 | -9.4
CCOc1cccc(OCCOCCNC(C)(C)C)c1 | 0.8 | 2.1 | 1.4 | -1.9 | 8.4 | -1.6 | 5.3 | -2.5 | -11.2 | -2.2
Cc1c(NC(=O)c2cccc(NC(=O)COc3ccccc3C#N)c2)c(=O)n(-c2ccccc2)n1C | 1.1 | 0.6 | 14.6* | 9.7 | 6.9 | -0.5 | -51.4 | -14.7 | 36.1 | 13.1
COc1ccc(COC(=O)N/N=C/c2cccs2)cc1 | 0.3 | -0.5 | 0.1 | 3.3 | -5.3 | 1.2 | . | -1.4 | 8.0 | -1.2
O=S(=O)(NCC1CN(S(=O)(=O)c2c(F)cccc2F)C1)c1ccc2c(c1)OCCO2 | 8.0 | 1.5 | 0.2 | -4.8 | -4.3 | . | -10.1 | -6.6 | -21.2 | -21.5
O=C(Cn1cnc2ccccc2c1=O)NCc1cccs1 | -2.3 | 2.0 | 0.0 | -2.2 | -6.7 | -0.4 | -5.2 | -7.1 | 24.8 | 28.4

Entries listed so far marked active in dFosB act.
Compound	CDK5 p35 inh	V-ATPase pHluor	Wnt act	PvdQ inh	NSD2 inh	MITF act	dFosB act	SR-BI DiI inh
CCc1ccc2nc(NC(=O)Cn3cnc4ccccc4c3=O)sc2c1	2.9	-1.7	4.2	-21.3	-5.5	-1.0	154.4*	-9.3

(more compounds)
SMILES | HTR5A ag | CDK5 p35 inh | V-ATPase pHluor | Wnt act | PvdQ inh | NSD2 inh | MITF act | dFosB act | SR-BI DiI inh | HTR5A inv ag
CCCCn1nnc(NC(=O)c2ccc(-c3ccccc3)cc2)n1 | -3.9 | 1.6 | 1.2 | 5.5 | -12.8 | -1.0 | 39.5 | -4.8 | 18.9 | 9.8
COc1ccc(NC(=O)NC(C)c2ccc3c(c2)OCO3)c(OC)c1 (stereo not drawn) | -1.2 | -1.9 | 5.6 | -0.6 | -3.4 | 0.0 | -5.4 | 10.6 | 10.5 | 4.4
CCN(C(=S)NC(=O)c1ccco1)c1cccc2ccccc12 | 1.9 | -0.1 | -2.0 | 2.2 | -16.9 | 3.4 | -29.4 | -2.4 | -0.7 | -4.6
COc1ccc(N(CC(=O)N/N=C/c2ccc(N(C)C)cc2)S(=O)(=O)c2ccccc2)cc1 | 0.0 | -0.1 | -0.2 | -1.9 | -8.0 | 0.6 | 0.2 | -4.5 | 12.9 | -0.1
Cc1cc(/C=C(\C#N)C(=O)Nc2ccccc2)c(C)n1-c1ccc2c(c1)OCO2 | -3.7 | -3.1 | -1.4 | -0.9 | -9.3 | -0.1 | 12.5 | -10.8 | 53.4 | 4.7
CC(C(=O)NCC1(c2ccccc2)CCOCC1)N1CCOCC1 (stereo not drawn) | -3.3 | -1.1 | 2.4 | -1.4 | -9.9 | -1.4 | -2.6 | -8.0 | -18.9 | -14.4
O=C(N/N=C\C=C\c1ccc2c(c1)OCO2)c1cccnc1 | 3.1 | 1.0 | 7.2 | 4.4 | 11.2 | 10.6 | 8.7 | -0.2 | 1.3 | -1.4
O=C(NC1CCN(Cc2ccccc2)CC1)c1ccccc1NS(=O)(=O)c1ccc(F)cc1 | -3.3 | 0.0 | -0.9 | 2.2 | -9.8 | 2.1 | -2.4 | -3.9 | 14.6 | 8.4
NS(=O)(=O)c1ccc(NC(=O)C2(c3ccccc3)CCCC2)cc1 | 3.2 | -9.3 | -0.1 | 2.5 | -6.1 | 0.4 | 0.7 | -6.1 | 9.0 | -9.2
CCn1c(SCC(=O)N2CCOCC2)nc2c([nH]c3ccccc32)c1=O | 1.4 | -4.1 | -1.4 | 0.0 | -24.0 | 5.5 | -6.9 | -1.2 | -10.7 | -9.0
COc1ccc(N(C(=O)C2COc3ccccc3O2)C(C(=O)NC2CCCCC2)c2ccccc2)cc1OC (stereo not drawn) | 3.2 | -0.5 | 2.4 | -2.8 | 2.9 | -0.1 | -18.6 | 4.6 | -7.3 | -11.0
C/C(=N\NC(=O)Cc1ccc(Cl)cc1)c1ccccn1 | 2.8 | 0.8 | 0.0 | 2.5 | -11.0 | 4.1 | -78.2 | -7.9 | -27.3 | 24.9
Cc1cc(C)cc(OCC(=O)N2CCN(c3ncccn3)CC2)c1 | -4.1 | 0.7 | 2.3 | -3.9 | -0.4 | 0.2 | -17.1 | 0.8 | 24.6 | 15.8
CCCCOc1ccc2ccccc2c1C=O | 1.6 | -2.0 | 1.2 | 7.8 | 9.5 | 7.5 | 54.9 | -2.6 | -14.1 | 2.5
CN(C)C(=O)c1cc2cc([N+](=O)[O-])ccc2s1 | 2.7 | -2.5 | 1.7 | . | 4.3 | -1.8 | -7.9 | 0.0 | -12.5 | 3.9
COC(=O)c1c(-c2ccccc2)c[nH]c1C | -3.3 | 0.3 | -3.4 | 24.1 | 3.2 | 0.4 | 59.3 | -0.1 | -15.4 | -3.8
CCN(CC)CCNC(=O)c1ccc(Sc2ccc(C)cc2)c(NC(C)=O)c1 | -3.8 | 0.9 | 1.0 | -1.9 | 4.9 | 11.1 | -1.7 | -1.9 | -21.2 | 10.5
CCNS(=O)(=O)c1ccc(CCC(=O)N2CCC(C)CC2)cc1 | -0.1 | 1.5 | 1.0 | 0.5 | -11.9 | -1.7 | -1.8 | 1.1 | 16.4 | 3.1
COc1cc(-c2nc3cnccn3c2Nc2ccc(C(C)C)cc2)ccc1O | 10.3 | 0.2 | 0.1 | -9.2 | 2.0 | -0.9 | 25.3 | -4.3 | 7.9 | -30.9
O=C1CC(C(=O)NCc2ccccc2)N=C(N2CCCCC2)N1 (stereo not drawn) | 0.9 | 0.6 | 2.1 | 3.0 | 2.7 | -2.2 | 7.4 | -4.5 | -14.9 | 13.2
CC(C)n1c(N2CCN(C(=O)c3cccs3)CC2)nc2ccccc21 | 1.2 | 1.1 | 1.6 | -4.3 | 2.1 | -2.5 | . | 0.8 | 39.0 | -43.5
CCOc1ccc(NC(=O)COC(=O)c2cc(S(=O)(=O)N3CCCC3)ccc2C)cc1 | 4.5 | 0.1 | -3.5 | -2.7 | -11.0 | -1.5 | 5.2 | -14.3 | 38.2 | -11.1
CC(=O)Nc1cccc(-c2nnc(SCc3ccccc3C#N)n2C)c1 | -1.8 | -0.9 | -3.3 | . | -16.4 | -3.4 | 4.0 | 3.3 | 10.4 | 5.9
CC(C)(C)OC(=O)NCCC(=O)N/N=C/c1ccc2nccnc2c1 | 0.5 | 0.3 | 1.6 | 2.7 | 2.3 | 7.1 | . | -10.2 | -9.7 | 5.8
CCCOC(=O)c1ccc(NC(=O)C(=O)NCC2CCCO2)cc1 (stereo not drawn) | -0.2 | 1.2 | -0.9 | -1.5 | 2.7 | -2.3 | 39.8 | -6.5 | 16.7 | 10.0

Pulled by compound from above, 2 records:
SMILES | HTR5A ag | CDK5 p35 inh | V-ATPase pHluor | Wnt act | PvdQ inh | NSD2 inh | MITF act | dFosB act | SR-BI DiI inh | HTR5A inv ag
CCN(CC)CCCn1c2c(c(SCC(=O)Nc3cccc4ccccc34)nc1=O)CCC2 | 6.2 | -1.0 | 0.9 | -4.0 | -13.3 | 25.9 | -1.1 | -11.3 | 23.6 | -18.7
COc1ccc(COC(=O)N/N=C/c2cccs2)cc1 | 0.3 | -0.5 | 0.1 | 3.3 | -5.3 | 1.2 | . | -1.4 | 8.0 | -1.2

Hits appear at their usual frequency (roughly 5% active in at least one column).
